Screens (PubChem BioAssay)
M1 PAM – human CHRM1 positive allosteric modulation. CHO-K1 hM1, Fluo-8 calcium fluorescence, ACh EC20; 0% = ACh EC20, 100% = maximal ACh. activation, % at 3 µM. 360,000 compounds, 0.088% hits. AID 588819; in the data active = activation above about 19%, passing the limit was not always enough
Target sequence (P11229 whole entry, looked up): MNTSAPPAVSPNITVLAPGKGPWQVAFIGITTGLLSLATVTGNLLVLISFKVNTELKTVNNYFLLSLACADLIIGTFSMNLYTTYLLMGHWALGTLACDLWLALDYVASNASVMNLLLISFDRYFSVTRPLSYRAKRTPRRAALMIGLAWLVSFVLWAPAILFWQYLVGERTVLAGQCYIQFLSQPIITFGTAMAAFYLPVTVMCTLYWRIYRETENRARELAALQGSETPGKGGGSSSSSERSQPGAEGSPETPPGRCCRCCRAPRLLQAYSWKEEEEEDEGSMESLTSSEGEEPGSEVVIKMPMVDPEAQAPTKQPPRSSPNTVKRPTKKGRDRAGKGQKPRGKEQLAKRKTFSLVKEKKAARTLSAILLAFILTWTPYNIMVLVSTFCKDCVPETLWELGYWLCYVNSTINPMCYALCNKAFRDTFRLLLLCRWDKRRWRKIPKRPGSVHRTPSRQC
M4 ag – agonists of human muscarinic M4 receptor (CHRM4). CHO-K1 hM4/Gqi5, Fluo-8 calcium fluorescence; vehicle 0%, full acetylcholine response 100%. activation, % at 3 µM. 360,000 compounds, 0.14% hits. AID 624127;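 active = activation above the run mean over all test wells plus 3 SD, cut at about 32% in these data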;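 note: peak over basal fluorescence ratio per well then scaled between controls; 0% = DMSO wells and 100% = acetylcholine at EC100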
Target sequence (P08173 whole entry, looked up): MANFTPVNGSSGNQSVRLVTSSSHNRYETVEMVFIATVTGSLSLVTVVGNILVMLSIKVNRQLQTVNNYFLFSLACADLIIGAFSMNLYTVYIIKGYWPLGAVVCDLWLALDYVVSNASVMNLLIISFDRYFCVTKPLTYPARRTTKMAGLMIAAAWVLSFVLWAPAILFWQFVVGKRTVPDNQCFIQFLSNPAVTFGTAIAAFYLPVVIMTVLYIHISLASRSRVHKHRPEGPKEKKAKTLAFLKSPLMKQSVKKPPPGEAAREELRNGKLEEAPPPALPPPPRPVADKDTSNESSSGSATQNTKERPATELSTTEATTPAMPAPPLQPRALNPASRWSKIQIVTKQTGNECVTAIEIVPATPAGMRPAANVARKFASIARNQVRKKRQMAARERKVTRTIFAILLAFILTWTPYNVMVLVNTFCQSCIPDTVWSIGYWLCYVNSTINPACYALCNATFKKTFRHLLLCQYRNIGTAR
CHRM1 agonist – agonists of human M1 muscarinic receptor | P11229 | CHO-K1 hM1, Fluo-8 calcium fluorescence, agonist mode; 0% DMSO, 100% acetylcholine EC100 | activation, % at 3 µM | 360,000 compounds, 0.33% hits;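 active = activation above the run's mean compound activation plus 3 SD, cut at about 16% in these data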;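 note: peak over basal fluorescence ratio within a 140 s kinetic read after compound addition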
TAAR1 ag – human TAAR1 agonism; CHO RD-HGA16 TAAR1, Fluo-8 calcium fluorescence; vehicle wells 0%, saturating PEA agonist 100%; activation, % at 3 µM; Q96RJ0; 360,000 compounds, 0.99% hits;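 active = activation above the mean activation of all test compounds in the run plus 3 SD, cut at about 38% in these data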
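System: CHO RD-HGA16 cells carrying human TAAR1 plus Gα16; Incubation: 17-24 h seeding, 75 min 37 °C dye, 30 min RT; Measured by: Fluo-8 fluorescence, 5 s baseline then 140 s kinetic read; Control set: DMSO and PEA EC100; Replication: single well for each compound.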
CHRM5 agonist – CHRM5 agonism in calcium assay; P08912; CHO-K1 hM5 cells, Fluo-8 calcium fluorescence; 0% DMSO wells, 100% maximal acetylcholine response; activation, % at 3 µM; 360,000 compounds, 0.19% hits;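 active = activation above the run's mean over test compounds plus 3 SD, cut at about 23% in these data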;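 note: signal is peak over basal fluorescence ratio across the kinetic read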
CHRM4 antagonist – antagonists of human muscarinic M4 receptor (CHRM4). P08173. CHO-hM4 cells, ACh EC80, Fluo-8 calcium fluorescence. inhibition, % at 3 µM. 360,000 compounds, 0.73% hits. AID 624125;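 active = inhibition above its plate's cutoff, the mean inhibition of sample wells plus 3 SD, cut at about 27% in these data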;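 note: 0% = acetylcholine EC80 with DMSO and 100% = DMSO without agonist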
CHRM5 PAM – potentiates acetylcholine response at human M5 receptor. 360,000 compounds, 0.3% hits. activation, % at 3 µM. CHO-K1 hM5, Fluo-8 calcium, ACh EC20 PAM; 0% = ACh EC20, 100% = ACh EC100;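 active = activation above the run cutoff, the mean activation of all test compounds plus 3 SD, cut at about 18% in these data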
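Probe or stimulus: acetylcholine, EC20 level; Assay system: human M5 receptor in CHO-K1 cells; Schedule: compound preincubation 140 s before EC20 acetylcholine addition; Technique: intracellular calcium via Fluo-8 fluorescence; Dosing: single-point, 3 µM nominal; Read-out basis: percent activation from peak-over-basal fluorescence ratio, scaled EC20-to-EC100 acetylcholine; Repeats: one well per compound, no replicates.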
M5 antag – antagonists of human muscarinic M5 receptor (CHRM5); P08912; CHO-hM5 cells, Fluo-8 calcium fluorescence, ACh EC80; inhibition, % at 3 µM; 360,000 compounds, 0.59% hits; AID 624040;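 active = inhibition above a per-plate cutoff, the mean of that plate's test compounds plus 3 SD, cut at about 27% in these data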;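 note: 0% = acetylcholine EC80 with DMSO and 100% = DMSO without agonist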
M1 antag – antagonists of human M1 muscarinic receptor. P11229. CHO-K1 hM1, Fluo-8 calcium fluorescence, ACh EC80 antagonist. inhibition, % at 3 µM. 360,000 compounds, 1.3% hits;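 active = percent inhibition above its own plate's cutoff, namely the mean of that plate's compound wells plus 3 SD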;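 note: peak over basal fluorescence ratio during 140 s after agonist addition; 0% = ACh EC80 plus DMSO and 100% = DMSO alone without agonist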
Starred values were filed as active, the others as inactive. The list is partial; the hit share may differ from the screen's.

SMILES | M1 PAM | M4 ag | CHRM1 agonist | TAAR1 ag | CHRM5 agonist | CHRM4 antagonist | CHRM5 PAM | M5 antag | M1 antag
COc1ccc(-n2c(SCC(=O)N/N=C/c3ccccc3OCC(=O)O)nc3ccccc3c2=O)cc1 | 7 | -1 | 0 | -4 | 2 | -1 | -8 | 13 | -4
COc1cc2[nH]ccc(=O)c2cc1OC | 6 | 2 | -4 | 1 | 0 | 4 | 5 | -3 | -5
CC(C)c1nnc(NC(=O)C2CCN(S(=O)(=O)c3ccc(-n4cnnn4)cc3)CC2)s1 | 9 | 1 | 1 | 0 | 2 | -1 | 1 | 6 | -10
COc1ccc(Br)cc1C1CC(=O)N2CN(C)CSC2=C1C#N (stereo unspecified) | 0 | 8 | 14 | 46* | 14 | -17 | -9 | -4 | -3
CC(C)(C)NS(=O)(=O)c1ccc2nc(NC(=O)Cc3cccs3)sc2c1 | 1 | 7 | 3 | 34 | 5 | 0 | -1 | 1 | -15
O=C(Cn1nnc(-c2ccccc2)n1)Nc1cccc(S(=O)(=O)N2CCOCC2)c1 | 4 | 6 | -1 | 8 | 6 | -5 | 3 | 3 | -3
O=C(c1cccc(F)c1)N1C2C=CC(C2)C1(C(F)(F)F)C(F)(F)F (stereo unspecified) | 8 | 0 | -2 | 0 | -1 | 4 | -1 | 2 | -12
O=C(COc1ccc(S(=O)(=O)N2CCOCC2)cc1Cl)NC1CCCCC1 | 12 | 4 | 0 | 4 | -2 | 4 | -1 | 5 | -17
O=C(NCC1(N2CCCCC2)CCCCC1)c1ccc(S(=O)(=O)N2CCCC2)cc1 | -5 | 0 | -9 | 1 | -13 | -5 | 0 | 2 | 2
CSCC[C@H](NC(=O)OC(C)(C)C)C(=O)N1CCC(C(=O)N[C@@H](C)C(=O)NC(C)c2ccccc2)CC1 (stereo partly specified) | 2 | 1 | 0 | 0 | 4 | -6 | 4 | 2 | -5
CC1=C(C(=O)N(C(C)C)C(C)C)CC(CC(=O)NC2CC2)C(=O)N1CCC1=CCCCC1 (stereo unspecified) | 6 | 1 | -5 | 2 | 3 | 1 | 11 | 1 | -26
O=C(NC1CCCCC1)C(Cc1ccccc1)N1C(=O)C2C3CCC(C3)C2C1=O (stereo unspecified) | 4 | 4 | -5 | 14 | 2 | 7 | -1 | 5 | 3
Cn1c(/C(C#N)=C/c2ccc(-c3ccc(S(N)(=O)=O)cc3)o2)nc2ccccc21 | -15 | 16 | 1 | 19 | 7 | 9 | -11 | 8 | 30
Cc1ccc(NC(=O)C2CC2C)c(Cl)c1 (stereo unspecified) | 2 | 0 | -4 | 4 | -5 | -7 | -7 | -2 | -8
CCN(CC)CCCNc1nc2cc(OC)c(OC)cc2c2nc(-c3cccnc3)nn12 | 9 | 0 | -3 | 0 | -4 | 10 | -6 | -3 | -9
CN(CC(=O)N1CCN(c2ccccc2F)CC1)S(=O)(=O)c1cnc[nH]1 | 0 | 1 | -3 | -3 | 0 | 6 | -1 | 7 | 0
O=C(Nn1c(-c2ccncc2)nc2ccccc2c1=O)c1ccccc1Br | -17 | 11 | -1 | 1 | -1 | 8 | -14 | 12 | 9
Cc1ccc(C)c(NC(=O)CCN2CCc3ccccc3C2)c1 | -4 | 0 | -7 | 4 | -3 | 3 | -3 | 10 | 7
COc1cccc(-c2ncc3ccccc3c2COC(=O)c2ccccc2C(=O)O)c1 | -10 | 0 | -13 | 6 | 2 | 0 | 6 | 3 | 8
Cc1cccc(C(=O)Nc2ccccc2C(=O)NCc2ccco2)c1 | 7 | 5 | 2 | 2 | -3 | -5 | 3 | -5 | 5
COc1cccc2c1OCC(C(=O)NCc1ccc(Cl)cc1Cl)=C2 | -1 | 0 | -5 | 12 | -2 | -2 | -2 | 4 | -1
O=C(CCc1ccccc1F)N1CCN(c2ccccc2)CC1 | 1 | 0 | -4 | -1 | 0 | 7 | -2 | 7 | -1
N#Cc1c(NC(=O)CSc2nc(-c3ccccc3)cc(C(F)(F)F)n2)sc2c1CCC2 | 13 | 1 | -6 | 2 | -5 | -5 | 6 | -10 | -12
Cc1ccc(NC(=O)CN(C)C(=O)CSc2nncn2C)cc1 | 4 | 1 | -4 | 2 | -2 | 1 | 3 | -9 | -7
c1ccc(NC2=Nc3ccccc3CS2)cc1 | -1 | 0 | -6 | 0 | -7 | 7 | -2 | -1 | 7
Cc1cc(C)c2nc(NC(=O)c3ccco3)sc2c1 | 3 | 2 | -1 | 9 | 11 | -9 | 1 | -7 | -10
Cc1ccc(-c2nc3cnccn3c2Nc2ccc3c(c2)OCO3)o1 | 15 | 0 | -3 | -2 | -1 | -8 | 0 | -5 | -10
CC(C)CCC1(C)NC(=O)N(CC(=O)c2ccc[nH]2)C1=O (stereo unspecified) | 0 | 1 | -4 | 9 | 4 | 3 | 1 | 8 | 3
CCN1CCCC1CNC(=O)CN(C)S(=O)(=O)c1ccc(Cl)cc1 (stereo unspecified) | 2 | 0 | -11 | 0 | -4 | 4 | 0 | 3 | -16
O=C(c1cc2ccccc2cc1O)N1CCN(c2ccccn2)CC1 | 8 | 4 | -3 | -1 | -2 | 10 | -2 | 5 | -5
COc1ccc(CC2NCCC3=CC(=O)CCC32)cc1O (stereo unspecified) | 3 | 1 | -10 | 7 | -1 | 0 | 1 | 10 | -1
NS(=O)(=O)c1ccc(N2CCCC2=O)c([N+](=O)[O-])c1 | -1 | 1 | 0 | -1 | -4 | 8 | -9 | 18 | 5
CCn1c(SCC(=O)Nc2nccs2)nnc1-c1ccncc1 | 0 | 2 | -3 | 1 | -1 | -4 | -5 | 4 | 0
CCOc1c(OC(C)=O)ccc(/C=C/c2ccc3cccc(OC)c3n2)c1[N+](=O)[O-] | -2 | 17 | -6 | 6 | -1 | 19 | -15 | 21 | 4
O=C(c1ccco1)N1CCN(/C(=N/S(=O)(=O)c2cccs2)c2ccccc2Cl)CC1 | 5 | 1 | -4 | 2 | 1 | 9 | -2 | -4 | 3
Cc1nc(NC(=O)CSc2nnc(C3CC3)n2C)sc1C(=O)N(C)C | 10 | 0 | -2 | 2 | -2 | -6 | 12 | -14 | -6
CCN1CCN(Cc2c(O)ccc3c(C)cc(=O)oc23)CC1 | 7 | -1 | -4 | 2 | -1 | 2 | -6 | 11 | -19
CCCn1c(SCC(=O)OCc2ccccc2)nc2c1c(=O)n(C)c(=O)n2C | 4 | 2 | -4 | 6 | -2 | -7 | -3 | 1 | 3
CN(C(=O)c1cccc(NC(=O)Cc2ccc(NC(=O)C3CCN(C(=O)C4CCC4)CC3)cc2)c1)C1CCC1 | 4 | -2 | -4 | -2 | -1 | 6 | 4 | -4 | -5
N#Cc1ccc(OCC(O)CN2CCC(C(O)(c3ccccc3)c3ccccc3)CC2)cc1 (stereo unspecified) | -29 | 20 | -11 | 11 | -3 | -25 | -14 | 10 | 32*
CCn1c(SCc2ccccc2)nnc1C1CCCCC1 | 11 | 1 | -10 | 4 | -2 | 5 | 4 | -9 | -5
CN(N)c1nc(-c2ccccc2)cc(-c2ccccc2)n1 | 1 | -1 | -3 | -3 | 1 | 3 | -2 | 4 | 7
Cc1ccc(Cl)c(OCCCN(C)Cc2ccccc2)c1 | -7 | 2 | 0 | 7 | -12 | 12 | -6 | 3 | 10
Cc1cc(OCCN2CCCC2)cc(C(C)C)c1 | -24 | 0 | -10 | 2 | -6 | 33* | -17 | 8 | 82*
O=C(O)C(NS(=O)(=O)c1ccc(F)cc1)c1ccccc1 (stereo unspecified) | 5 | 1 | -4 | 4 | -2 | 0 | -2 | 11 | -5
Cc1nn(-c2ccc(N3CCOCC3)nn2)c(C)c1CCC(=O)Nc1ccccc1 | -1 | 2 | -1 | 1 | 0 | -2 | 0 | -9 | -3
COc1ccc(CCN=C(N)Nc2nc(C)cc(C)n2)cc1 | 1 | 2 | -8 | 0 | -2 | 6 | 3 | 12 | -4
CCOC(=O)C1CCN(C(=O)c2sc3nc(-c4ccc(F)cc4)cn3c2C)CC1 | 4 | 3 | -4 | 6 | 0 | 4 | -4 | -2 | -3
Cc1ccc(S(=O)(=O)Nc2nncs2)cc1 | 2 | 0 | -4 | -2 | 0 | 10 | -3 | 1 | -1
CCN(CCNC(=O)c1cc(C)nn1-c1ccccc1)c1ccccc1 | 8 | 0 | 0 | 3 | -1 | -14 | -6 | -2 | -16
COc1ccc(N(CC(=O)Nc2ccc3c(c2)OCO3)S(=O)(=O)c2ccccc2)cc1 | 6 | 0 | -3 | 17 | -3 | 1 | -6 | 7 | -4
CC(=O)NN1C(=O)c2ccccc2NC1c1ccco1 (stereo unspecified) | 2 | 1 | 0 | 6 | 2 | -1 | -6 | 7 | -3
Cc1cc(S(=O)(=O)N2CCN(c3ccc(F)cc3)CC2)c(C)s1 | -3 | 1 | -6 | 0 | -3 | 1 | -2 | -2 | -1
O=C1NC2=C(C(=O)OC2)C(c2ccc(OC(F)(F)F)cc2)N1 (stereo unspecified) | 2 | 0 | -1 | 3 | 0 | -8 | 0 | 10 | -1
Clc1ccc(-c2nn3c(-c4ccccc4)nnc3s2)cc1 | 9 | -3 | -5 | 11 | -5 | -9 | 0 | -4 | -9
COc1ccc(-n2nc3c(c2NC(=O)c2c(-c4ccccc4Cl)noc2C)CS(=O)(=O)C3)cc1 | -2 | 1 | -3 | 11 | 2 | -8 | -3 | -8 | -9
O=S(=O)(NCc1ccccn1)c1ccc2ccccc2c1 | 13 | 1 | -3 | 2 | -2 | -7 | 1 | 2 | -2
COC(=O)CSc1nc2cc3c(cc2cc1C)OCO3 | -4 | 0 | -7 | -1 | -8 | 2 | 0 | 13 | 10
CN(C(=O)C(C)(C)C)[C@H]1C[C@H]2c3[nH]c4ccccc4c3CCN2C(=O)[C@H]1CO | 0 | 7 | 0 | 5 | 2 | -28 | -1 | 2 | -4
Nc1cc2c(cc1C(=O)c1ccccc1)OCCO2 | 5 | 0 | -3 | 5 | -5 | 0 | 4 | -6 | -5
COCCCn1c(-c2ccccc2)nc2ccccc2c1=O | 12 | 1 | -2 | 4 | 2 | 7 | 2 | 0 | -14
COc1ccc(C(=O)NC=C2C(=O)OC(C)(C)OC2=O)cc1 | 11 | 0 | -4 | 3 | -2 | 5 | -5 | 1 | -7
O=C(CCCOc1ccc(Br)cc1)Nc1ccc(S(=O)(=O)N2CCOCC2)cc1 | -13 | 18 | 3 | 16 | 5 | 13 | -22 | 12 | 32*

A different layout for part of the listing above:
Each structure is followed by: M1 PAM | M4 ag | CHRM1 agonist | TAAR1 ag | CHRM5 agonist | CHRM4 antagonist | CHRM5 PAM | M5 antag | M1 antag
Cc1nn(-c2ccc(N3CCOCC3)nn2)c(C)c1CCC(=O)Nc1ccccc1
  -1 | 2 | -1 | 1 | 0 | -2 | 0 | -9 | -3
COc1ccc(CCN=C(N)Nc2nc(C)cc(C)n2)cc1
  1 | 2 | -8 | 0 | -2 | 6 | 3 | 12 | -4
CCOC(=O)C1CCN(C(=O)c2sc3nc(-c4ccc(F)cc4)cn3c2C)CC1
  4 | 3 | -4 | 6 | 0 | 4 | -4 | -2 | -3
